Source: PubChem (National Center for Advancing Translational Sciences (NCATS))
Tau FP inhib – blocks human tau fibril formation measured by polarization; P10636; K18 P301L tau heparin fibrillization, Alexa594 FP, 6 h; Potency, µM (highest dose often 57.7 µM), inactives show top-dose activity, negative = inhibition, usual class: inhibitors; 280,000 tested, 0.39% active; AID 1468; note: nearly all actives have a fitted effect of over 55% in size
Target sequence (P10636 561-689 P618L limits assumed): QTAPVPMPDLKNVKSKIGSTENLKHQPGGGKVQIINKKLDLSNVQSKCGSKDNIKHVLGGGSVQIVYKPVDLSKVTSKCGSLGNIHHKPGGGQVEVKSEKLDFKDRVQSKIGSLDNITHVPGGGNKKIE
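Compound effects on tau fibrillization are measured by Alexa 594 fluorescence polarization (ex 555, em 632 nm). K18 P301L tau is used at 15 uM with 0.24 uM labeled tracer, and 20 uM heparin induces aggregation over 6 hr at 37 C.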
Tau fluor counter – counter-screen for tau fibril formation inhibitors; tau K18 P301L Alexa594 fluorescence, heparin fibrillization; Potency, µM (top dose mostly 57.7 µM), for the others: at the highest dose activity change, negative = decrease; 280,000 tested, 0.93% active; AID 1463; note: nearly all actives have a fitted effect of over 55% in size
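Human K18 P301L tau (15 uM unlabeled plus 0.24 uM Alexa 594-labeled, final) in 100 mM sodium acetate pH 7 was mixed with compound and 20 uM heparin and incubated 6 hr at 37 C.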
Tau ThT inhib – tau fibrillization inhibition (ThT binding); P10636; recombinant tau K18 P301L, heparin-induced fibrillization, ThT fluorescence; 270,000 tested, 2.1% active; Potency, µM (titrated, usually from 57.4 µM), for the others: top-dose activity, negative = inhibition, usual class: inhibitors; AID 1460; note: nearly all actives have a fitted effect of over 55% in size
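Fibril formation assay: tau K18 P301L at 15 uM with trace Alexa 594 label, heparin inducer 20 uM, pH 7 sodium acetate buffer, 37 C for 6 hr; endpoint ThT signal.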
* hit, by the source's call; ? = inconclusive. Calls come from the whole dose curve; as a rule, active = well fitted curve in the direction sought with a large enough effect; inconclusive = small, poorly fitted or top-dose-only effect, or another doubt; inactive = no such curve, though single readings can be large; an effect the other way counts as inactive or inconclusive. % is set by controls: 0 for no effect and ±100 for the full control effect; potency is the fitted concentration of half-maximal effect. Some of the compounds tested. The share of hits here may be higher or lower than overall.

nr	SMILES	Tau FP inhib	Tau fluor counter	Tau ThT inhib
1	COc1ccc(-n2nc3c(N4CCCC(C(=O)NCc5ccc(C)cc5)C4)nnc(C)c3c2C)cc1 (stereo not drawn)	-16%	-14%	?
2	Cc1ccc(CNC(=O)c2cnc3c(-c4ccccc4)c(C)nn3c2C)o1	-13%	-21%	?
3	CCOc1ccc(CC(=O)NCCc2csc(-c3ccc(C)cc3)n2)cc1	9%	-9%	-12%
4	Cc1ccc(-c2onc(C)c2C)cc1S(=O)(=O)N1CCOc2ccc(Cl)cc21	0%	-23%	2%
5	Cc1cccc(NC(=O)N2CCc3c(sc4c3CCCC4)C2c2ccc(F)cc2)c1 (stereo not drawn)	2%	10%	2%
6	O=C(CCCCCn1c(=O)[nH]c2ccccc2c1=O)N1CCN(c2ccc(Cl)cc2)CC1	6%	-25%	?
7	COc1ccc(OC)c(CNc2nc3ccc(C)cc3n3nnnc23)c1	0%	-30%	-11%
8	Cc1ccccc1NC(=O)CN1C(=O)C2(SCC(=O)N2c2ccc(F)cc2)c2ccccc21 (stereo not drawn)	-2%	-18%	-6%
9	CCOc1ccccc1NC(=O)c1nc2nc(C)cc(C(F)F)n2n1	-12%	-3%	-6%
10	COc1cc(OC)cc(C(=O)NCCc2csc(-c3cccc(C)c3)n2)c1	4%	-20%	?
11	Cc1ccc(F)cc1NC(=O)CCc1c(C)nn(-c2ccc(N3CCCC3)nn2)c1C	-4%	-5%	-14%
12	COc1ccc(OC)c(NC(=O)c2ccc(-c3nc(CSc4ccccc4)c(C)o3)cc2)c1	3%	?	?
13	Cc1nn(-c2ccc(F)cc2)c(-n2cccc2)c1C(=O)N1CCN(c2ccccc2)CC1	2%	-5%	-10%
14	Cc1nc2ccn(Cc3ccco3)c(=O)c2cc1C(=O)NCc1ccc(F)cc1	-1%	-3%	2%
15	CC(=O)c1ccc(N2CCN(c3ccc4cc(S(=O)(=O)N5CCCCC5)ccc4n3)CC2)cc1	4%	-5%	-10%

Nos. 12 to 15, quoted:
nr	SMILES	Tau FP inhib	Tau fluor counter	Tau ThT inhib
12	COc1ccc(OC)c(NC(=O)c2ccc(-c3nc(CSc4ccccc4)c(C)o3)cc2)c1	3%	?	?
13	Cc1nn(-c2ccc(F)cc2)c(-n2cccc2)c1C(=O)N1CCN(c2ccccc2)CC1	2%	-5%	-10%
14	Cc1nc2ccn(Cc3ccco3)c(=O)c2cc1C(=O)NCc1ccc(F)cc1	-1%	-3%	2%
15	CC(=O)c1ccc(N2CCN(c3ccc4cc(S(=O)(=O)N5CCCCC5)ccc4n3)CC2)cc1	4%	-5%	-10%

Further entries:
nr	SMILES	Tau FP inhib	Tau fluor counter	Tau ThT inhib
16	Cc1ccc(Cc2nc3ccccc3nc2SCC(=O)Nc2ccc3c(c2)OCO3)cc1	-8%	-21%	0%
17	COc1cccc(CNC(=O)CCn2nc(C)c3c(C)n(-c4ccccc4)nc3c2=O)c1	-4%	4%	13%
18	CCc1cccc(C)c1NC(=O)NC1COc2ccccc2C1 (stereo not drawn)	-5%	-9%	-4%
19	Cc1cccc(-n2nc(C)c(C(=O)Nc3cc(C)ccc3C)c2-n2cccc2)c1	6%	-8%	-9%
20	CCOC(=O)c1c(C)oc2nc(C)nc(NCCc3ccc(SC)cc3)c12	-5%	-7%	?
21	Cc1oc2ncn(CC(C)C)c(=O)c2c1C(=O)NCCc1ccc(Cl)cc1	-5%	-10%	-2%
22	COc1ccccc1N1CCN(S(=O)(=O)c2cc(-c3cc(C)no3)ccc2C)CC1	0%	-26%	5%
23	COc1cc(-c2cc3n(C)c(C)c(CCC(=O)NCc4ccccc4)c(=O)n3n2)cc(OC)c1OC	2%	-3%	1%
24	Cc1nc(N2CCCC2)c2c(C(=O)N3CCN(c4ccc(F)cc4)CC3)c(C)oc2n1	-4%	-7%	-6%
25	COc1cc(OC)cc(N2C(=O)CSC23C(=O)Nc2ccccc23)c1 (stereo not drawn)	-3%	2%	-1%
26	Cc1ccc(N2CC(NC(=O)c3ccc(S(=O)(=O)N(C)C)cc3)CC2=O)cc1C (stereo not drawn)	-4%	-6%	-7%
27	Cc1cc(-c2ccc(C)c(S(=O)(=O)Nc3cccc(C)n3)c2)on1	10%	7%	2%
28	COc1ccc(NC(=O)c2c(NCc3cccs3)sc3c2CCC(C)C3)c(OC)c1 (stereo not drawn)	-13%	?	?
29	CCc1ccc(NC(=O)c2ccc(F)c(S(=O)(=O)N3CCC(C)CC3)c2)cc1	-13%	-22%	12%
30	CCc1ccc(CNC(=O)c2cc3c(=O)n(Cc4cccs4)ccc3nc2C)cc1	-2%	-15%	?
31	COc1ccc(N2CC(NC(=O)c3ccco3)CC2=O)cc1 (stereo not drawn)	-8%	-7%	-6%
32	COc1ccc(-c2nc3scc(CCNS(=O)(=O)c4ccc(Oc5ccccc5)cc4)n3n2)cc1OC	-12%	-23%	-3%
33	Cc1ccc(S(=O)(=O)C(CNS(=O)(=O)c2ccc(F)c(C)c2)c2cccs2)cc1 (stereo not drawn)	-8%	-16%	1%
34	COc1ccc(C(CC(=O)Nc2cccc(C)c2C)N2Cc3ccccc3C2=O)cc1 (stereo not drawn)	5%	-15%	-10%
35	Cc1ccc(-n2ncc3c(N4CCC(Cc5ccccc5)CC4)ncnc32)cc1C	0%	-7%	-14%
36	Cc1cccn2c(=O)c(C(=O)N3CCN(c4ccc(Cl)cc4)CC3)cnc12	1%	4%	6%
37	CCOc1ccc2nc(N(Cc3cccnc3)C(=O)c3cccs3)sc2c1	-10%	-13%	-2%
38	CCn1nnc2cc(C(=O)Nc3ccc(Br)cc3F)ccc21	-2%	-8%	-15%
39	O=C(Cc1ccc(NC(=O)N2CCSc3ncccc32)cc1)NCc1ccccc1Cl	0%	6%	7%
40	COc1ccccc1NC(=O)Cn1cc(C(=O)c2ccncc2)c(=O)c2cc(C)ccc21	10%	9%	4%
41	CCOC(=O)c1cc(S(=O)(=O)NCc2ccc(Cl)cc2)[nH]n1	-8%	-2%	0%
42	CCOC(=O)c1cc(C)n(CC2CCC(C(=O)Nc3ccc(OC)c(OC)c3)CC2)c1C (stereo not drawn)	6%	-4%	12%
43	O=C(NCCCN1CCN(c2ccccc2)CC1)c1ccc2nc(Cc3ccccc3)oc2c1	6%	-15%	-7%
44	COc1ccc(Cl)cc1NC(=O)N1CCN(Cc2cc(=O)n3nc(-c4ccccc4)sc3n2)CC1	-16%	-15%	?
45	CCc1ccccc1NC(=O)Cn1nnc(-c2nc(-c3ccc(C)cc3)no2)c1N	-7%	9%	16%
46	Cc1ccc2c(c1)c(=O)c(C(=O)c1ccncc1)cn2CC(=O)Nc1ccc(C(C)C)cc1	?	?	-16%
47	CCN1CCN(C(c2cccc(Cl)c2)c2c(O)cc(C)n(CCOC)c2=O)CC1 (stereo not drawn)	-16%	-2%	?
48	Cc1ccc(Cn2c(CNC(=O)c3ccc(Cl)c([N+](=O)[O-])c3)nc3cccnc32)cc1	14%	?	?
49	COc1ccc(C(=O)NCC(c2ccc(N(C)C)cc2)N2CCc3ccccc32)cc1OC (stereo not drawn)	-7%	?	?
50	COc1ccc(N2CCN(C(=O)c3cccc(NC(=O)c4nsc5ccccc45)c3)CC2)cc1	7%	?	?
51	CCN1CCN(c2ncc3c(n2)CCN(Cc2ccc(OC)c(OC)c2)C3)CC1	-2%	-3%	-11%
52	COc1cccc(C(=O)NCc2ccc3c(c2)CCN3C(=O)c2ccncc2)c1	-4%	-9%	-2%
53	CCOC(=O)C1CCCN(C(=O)C2CCN(c3nnc(C)c4c(C)n(-c5ccccc5)nc34)CC2)C1 (stereo not drawn)	3%	5%	1%
54	CCCCc1nn2c(=O)cc(COC(=O)c3cccc(OC)c3)nc2s1	1%	-4%	?
55	CCOc1ccc(C2=CC(c3cc(Br)ccc3F)n3ncnc3N2)cc1Cl (stereo not drawn)	-6%	-9%	-14%
56	CC(C)Oc1ccc(CNC(=O)C2=Cc3ccccc3OC2)cc1	-7%	-20%	-4%
57	CC(C)(C)OC(=O)N1CCC(c2c(C(=O)NCc3cccs3)cnn2-c2ccc(F)cc2F)CC1	2%	-16%	-4%
58	CCS(=O)(=O)c1ccccc1C(=O)N1CCN(c2nc3ccccc3s2)CC1	-6%	-10%	-6%
59	CC(=O)Nc1c(C)nn(-c2ccccc2)c1N1CCC(C(=O)NCc2cccc(Cl)c2)CC1	2%	1%	0%
60	CC(C)Oc1cccc(C(=O)Nc2ccc3oc(-c4ccccc4)nc3c2)c1	?	?	3%

Results in Tau ThT inhib and Tau FP inhib, for some of the entries so far:
No.	compound	Tau ThT inhib	Tau FP inhib
55	CCOc1ccc(C2=CC(c3cc(Br)ccc3F)n3ncnc3N2)cc1Cl (stereo not drawn)	-14%	-6%
59	CC(=O)Nc1c(C)nn(-c2ccccc2)c1N1CCC(C(=O)NCc2cccc(Cl)c2)CC1	0%	2%
51	CCN1CCN(c2ncc3c(n2)CCN(Cc2ccc(OC)c(OC)c2)C3)CC1	-11%	-2%
47	CCN1CCN(C(c2cccc(Cl)c2)c2c(O)cc(C)n(CCOC)c2=O)CC1 (stereo not drawn)	?	-16%

The list goes on:
nr	SMILES	Tau FP inhib	Tau fluor counter	Tau ThT inhib
61	Cc1ccc(C2c3c(oc4ccccc4c3=O)C(=O)N2c2nnc(C)s2)cc1 (stereo not drawn)	1%	-3%	3%
62	COc1ccc(NC(=O)CN(C)S(=O)(=O)c2ccc3c(c2)CCCN3C(C)=O)cc1Cl	2%	-9%	-6%
63	O=C(c1ccc2c(c1)OCCO2)N(Cc1cccnc1)c1nc2c(F)cc(F)cc2s1	8%	-25%	-7%
64	Cn1c(SCc2ccc(C(F)(F)F)cc2)nc2c([nH]c3ccccc32)c1=O	-8%	-14%	-3%
65	O=C(COc1ccccc1Cl)OCc1cc(=O)n2nc(C3CC3)sc2n1	2%	5%	2%
66	O=C(NCC(c1cccs1)S(=O)(=O)c1cccs1)c1c(F)cccc1F (stereo not drawn)	7%	5%	4%
67	CC1=C(C(=O)Nc2ccc(C)cc2C)C(c2ccccc2[N+](=O)[O-])n2ncc(C(=O)Nc3ccccc3)c2N1 (stereo not drawn)	-2%	-30%	?
68	CCN1CCN(c2ncc3c(n2)CCN(Cc2ccccc2C)C3)CC1	0%	0%	-1%
69	CCN(CC)S(=O)(=O)c1ccc2c(c1)nc(CN(C)C(=O)Nc1ccc(F)cc1)n2C	-3%	-7%	3%
70	CCc1ccc(NCc2cc3cc4c(cc3n(CC(=O)Nc3ccccc3OC)c2=O)OCCO4)cc1	15%	?	?
71	O=C(c1ccc2c(c1)N(Cc1cccc(F)c1)C(=O)c1ccccc1S2)N1CCOCC1	-1%	-6%	-12%
72	CCOc1ccc(N(CC)C(=O)CSc2n[nH]c(-c3ccccc3)n2)cc1	2%	-13%	-4%
73	COc1ccc(NC(=O)c2ccc(-c3nc(CSc4ccccc4)c(C)o3)cc2)cc1OC	2%	?	?
74	Cc1ccc(CNC(=O)c2sc3nc(-c4ccccc4)cn3c2C)cc1	-8%	-5%	0%
75	O=C(NCc1ccccc1Cl)c1ccc2c(c1)NC(=O)C(CS(=O)(=O)Cc1ccc(F)cc1Cl)N2 (stereo not drawn)	?	-17%	?
76	CCOC(=O)c1[nH]c(C)c(CCC(=O)N2CCN(c3cc(C)ccc3C)CC2)c1C	7%	-6%	-16%
77	CCOC(=O)c1c(S(=O)(=O)N2CCC(C(=O)Nc3ccc(C)cc3C)CC2)c(C)n(C)c1C	6%	6%	3%
78	Cc1cccc(C(=O)n2nc(C)c(S(=O)(=O)N3CCOCC3)c2C)c1	9%	1%	?
79	CCc1ccc(NC(=O)C(=O)NCCc2sc(-c3ccc(OC)c(OC)c3)nc2C)cc1	1%	-2%	-2%
80	CCOc1ccc(NC(=O)c2ccc3c(c2)c(C)c(C)n3Cc2ccc(F)cc2)cc1	5%	?	-13%
81	O=C(CC(c1cccs1)N1Cc2ccccc2C1=O)Nc1cccc(F)c1 (stereo not drawn)	-10%	-10%	18%
82	Cc1ccc(-n2ncc(C(=O)NCc3ccco3)c2C2CCN(C(=O)OC(C)(C)C)CC2)c(C)c1	-2%	-6%	-6%
83	CCOc1cccc2sc(NC(=O)CS(=O)(=O)c3ccc(C)cc3)nc12	?	1%	5%
84	Cc1nc2ccn(Cc3ccccc3)c(=O)c2cc1C(=O)Nc1ccc(F)cc1Cl	7%	7%	0%
85	COc1cc(NC(=O)Cn2c(=O)cc(C)c3c(C)nn(-c4ccc(C)cc4)c32)cc(OC)c1	?	-9%	7%
86	CCc1ccc(NCc2cc3ccc(OC)cc3n(CC(=O)Nc3ccccc3OC)c2=O)cc1	?	?	-7%
87	N#Cc1ccccc1CN1C(=O)c2ccccc2Sc2ccc(C(=O)OCc3ccco3)cc21	-3%	-18%	-9%
88	Cc1ccccc1C(=O)Nc1ccccc1OCc1cc(=O)n2ccccc2n1	-12%	-3%	0%
89	COc1ccc(OC)c(CN2CCN(S(=O)(=O)c3ccccc3)CC2)c1	3%	-2%	1%
90	CCOc1ccc(NC(=O)N2CCN(C(=O)c3nsc4ccccc34)CC2)cc1	3%	-12%	?
